D2 potentiator = D2 dopamine receptor (human) potentiation; HEK293 T-REx D2, calcium flux, EC20 dopamine potentiation; AID 485347; 340,000 compounds, 0.34% hits; potentiation, % at 10 µM;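 active = potentiation over 3 SD above the plate norm, cut at about 30% in these data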; also: 0% is about no effect
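Tetracycline-induced HEK293 T-REx cells force-coupled to calcium signalling expressed D2; compounds were pin-added after a 10 s baseline, read kinetically 180 s, then an EC20 dopamine challenge followed with a further 180 s calcium read.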
D1 antagonist = human D1 dopamine receptor antagonism. HEK293 TREx D1 cells, calcium flux, dopamine EC80; active compounds read low. activity change, negative = inhibition, % at 10 µM. 360,000 compounds, 3.2% hits; in the data active = activity change below about -30%; also: % is scaled to controls: 0 for no effect and ±100 for the full control effect
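Using tetracycline-induced force-coupled D1 Hek293 cells and a calcium dye, signals were followed for 180 s after compound, then for 180 s after EC80 dopamine, to detect inhibitors.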
D2 ag = activates the human D2 dopamine receptor; P14416; HEK293 T-REx D2 cells, calcium flux agonist mode; activation, % at 2 µM; 340,000 compounds, 0.53% hits;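 active = activation over 3 SD above normal in the single-dose calcium agonist read, cut at about 30% in these data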; also: 0% is about no effect
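Tetracycline-induced HEK293 T-REx cells with force-coupled D2 receptor, plated overnight at 30 C, loaded with no-wash calcium dye. After a 10 s baseline, compound was pin-added and calcium flux read kinetically for 180 s; calcium rises flagged agonists.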
D1 ag = agonists of human D1 dopamine receptor; P21728; HEK293 T-REx D1 cells, calcium flux, agonist mode; 360,000 compounds, 1% hits; AID 504660; activation, % at 2 µM; in the data active = activation above about 30%; also: 0% is about no effect
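Inducible HEK293 T-REx D1 cells, force-coupled to calcium signalling, were plated at 4000 cells/well with tetracycline and held overnight at 30 C. After no-wash calcium dye loading, compound-evoked calcium rise over 180 s flagged agonists.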
TRHR enhancer = allosteric enhancers of human TRH receptor; 360,000 compounds, 0.66% hits; enhancement, % at 2 µM; TRHR cells, fluo-8 calcium fluorescence, EC20 TRH enhancement; in the data active = enhancement above about 30%; also: 0% is about no effect
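Enhancer read-out: after compound pinning and an initial kinetic agonist-mode read, an EC20 of TRH (10 nM final) was injected and fluo-8 calcium signal (Ex 480/Em 530) followed at 1 s/cycle for 100 cycles in TRHR-expressing cells.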
RXFP1 antagonist = antagonists of human relaxin receptor RXFP1. Q9HBX9. HEK293-RXFP1, relaxin-stimulated cAMP HTRF, 30 min; active compounds read low. activity change, negative = inhibition, % at 57.5 µM. 350,000 compounds, 0.59% hits. AID 1259400;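 active = activity change of -60% or lower, but not beyond a set lower limit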; also: % is scaled to controls: 0 for no effect and ±100 for the full control effect
Target sequence (Q9HBX9 whole entry, looked up): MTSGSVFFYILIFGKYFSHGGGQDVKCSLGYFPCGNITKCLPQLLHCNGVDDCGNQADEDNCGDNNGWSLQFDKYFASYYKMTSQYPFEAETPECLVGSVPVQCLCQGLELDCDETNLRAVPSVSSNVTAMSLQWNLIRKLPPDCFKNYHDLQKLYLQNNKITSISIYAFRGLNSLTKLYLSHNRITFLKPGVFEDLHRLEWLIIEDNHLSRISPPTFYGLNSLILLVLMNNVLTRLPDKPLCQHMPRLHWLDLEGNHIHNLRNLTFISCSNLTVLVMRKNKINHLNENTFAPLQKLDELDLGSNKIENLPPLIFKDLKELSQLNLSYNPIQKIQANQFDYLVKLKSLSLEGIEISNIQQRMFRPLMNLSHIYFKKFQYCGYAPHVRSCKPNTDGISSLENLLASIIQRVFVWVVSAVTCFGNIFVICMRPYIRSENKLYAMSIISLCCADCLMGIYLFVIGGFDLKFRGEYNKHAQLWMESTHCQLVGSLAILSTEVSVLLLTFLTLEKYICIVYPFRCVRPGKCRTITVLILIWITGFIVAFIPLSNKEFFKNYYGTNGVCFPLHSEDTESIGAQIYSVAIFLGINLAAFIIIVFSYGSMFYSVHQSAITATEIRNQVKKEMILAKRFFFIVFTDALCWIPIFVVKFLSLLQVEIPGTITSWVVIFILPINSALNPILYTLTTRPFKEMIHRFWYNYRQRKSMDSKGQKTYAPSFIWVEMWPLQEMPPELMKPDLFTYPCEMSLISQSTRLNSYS
D1 PAM = human D1 dopamine receptor positive modulation; P21728; HEK293 TREx D1 cells, calcium flux, dopamine EC20 potentiation; potentiation, % at 10 µM; 360,000 compounds, 0.036% hits; in the data active = potentiation above about 30%; also: 0% is about no effect
D2 antag = antagonizes the human D2 dopamine receptor; HEK293 TREx D2 cells, calcium flux, dopamine EC80; inhibition, % at 10 µM; 340,000 compounds, 2% hits; in the data active = inhibition above about 30%; also: 0% is about no effect
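Measurement of antagonist activity uses fluorescent calcium dye in inducible HEK293 T-REx D2 cells: 10 s baseline, compound addition with 180 s read, EC80 dopamine addition with a further 180 s read.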
RXFP1 agonist = activates the human relaxin receptor RXFP1 | Potency, µM (doses to about 57.5 µM), for the others: top-dose activation, usual class: activators | 370,000 compounds, 0.3% hits | AID 2676 | Q9HBX9 | HEK293T-RXFP1 cAMP TR-FRET, 30 min; response scale: percent of porcine relaxin response, buffer zero; active = well fitted activation curve with a large enough effect; also: potency is read from the fitted curve at half-maximal effect; % is scaled to controls: 0 for no effect and ±100 for the full control effect; nearly all actives have a fitted effect of over 60% in size; many of its hits are not listed in these tables
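HEK293T cells stably expressing RXFP1 were pretreated with the PDE4 inhibitor Ro 20174, exposed to compounds for 30 min at 37C, lysed, and cAMP was read by TR-FRET. Data normalized to buffer (basal) and 29 nM porcine relaxin (100%).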
* marks the source's active call; other numbers are inactive results; · = not tested or not shown; & = joins results of further samples. Some of the compounds tested. The share of hits here may be higher or lower than overall.

SMILES	D2 potentiator	D1 antagonist	D2 ag	D1 ag	TRHR enhancer	RXFP1 antagonist	D1 PAM	D2 antag	RXFP1 agonist
COc1ccccc1NC(=O)CC1Sc2ccc(C(F)(F)F)cc2NC1=O (configuration not stated)	-2	3	-1.2	-1	7	·	-2	·	3.8%
Cc1ccc(S(=O)(=O)NCCC(=O)Nc2ccc3c(c2)OCO3)cc1	6	-8	-0.3	1	-11	-1	-6	3	0.0%
CCC(=O)N(CCc1ccccc1)Cc1cc2ccc(OC)cc2[nH]c1=O	-2	-17	-0.4	11	15	6	0	-3	17%
Cc1cc(NC(=O)c2ccc3c(c2)C(=O)N(CC(C)C)C3=O)no1	-5	-13	0.3	0	-9	-2	-1	8	0.1%
COc1ccc(C(=O)CSc2nn3c(=O)c(C(C)(C)C)nnc3s2)cc1	-3	4	0.6	3	0	0	-2	2	-1.8%
CC(NS(=O)(=O)c1ccc2c(c1)OCCCO2)C(=O)O (configuration not stated)	2	13	0.7	3	5	-7	-2	7	-1.0%
CCOc1ccc(S(=O)(=O)NCCC(=O)N2CCCC(C)C2)cc1 (configuration not stated)	4	-14	·	3	6	-1	-5	·	3.4%
CC(=O)c1ccc(N2CCN(S(=O)(=O)c3ccc4ccccc4c3)CC2)cc1	-1	-35*	0.0	0	-1	-6	4	-11	-0.8%
Cc1cc(C)n2nc(C(=O)NCC(=O)Nc3ccc(F)c(F)c3)nc2n1	-1	-1	-0.2	3	-5	3	-5	8	1.4%
OCC[C@@H]1C[C@H](O)[C@@H](O)[C@]2(Cc3ccccc3CO2)O1	-5	0	-0.7	1	-1	·	-7	-14	0.9%
CCC(CC)c1ncc[nH]1	9	-4	-0.9	1	7	14	-8	-11	-0.9%
O=C(Nc1ccc(Nc2ccccc2)cc1)C1CC1	4	-3	-0.8	4	-2	-19	-6	-4	-2.1%
CC(C)C(C(=O)NC1CCCCC1)N(CC1CCCO1)C(=O)CNS(=O)(=O)c1ccc(F)cc1 (configuration not stated)	1	11	1.3	3	-5	-3	-2	6	-1.3%
O=C(O)C1=C[C@@H](c2csc3ccccc23)C[C@@H](OCc2ccc(CO)cc2)O1	-6	12	-0.7	4	-4	·	-3	-3	-1.1%
CCc1cccc(CC)c1-n1c(SCC(=O)N2CCc3ccccc3C2)nnc1-c1cccnc1	1	8	0.8	3	5	-8	-1	8	0.1%
O=C(Nc1ccc2c(c1)OCO2)c1ccc(N2CCCC2)c([N+](=O)[O-])c1	0	7	-0.5	1	-2	4	-8	11	-0.5%
COc1ccc(OCC(=O)Nc2cc3c(cc2C(=O)O)OCCCO3)cc1	0	-5	-0.5	0	-1	8	-5	-7	1.7%
CC(NC(=O)CCn1ccc2cc(S(=O)(=O)N3CCCC3)ccc21)c1ccccc1 (configuration not stated)	4	6	0.2	2	-3	-10	-4	-6	0.6%
CCOC(=O)N1CCN(C(=O)Cn2nc(C)c3sc4ccccc4c3c2=O)CC1	-1	6	0.7	0	1	-5	5	-1	9.3%
C=CC(=O)NC(NC(=O)C=C)c1ccccc1F	-6	12	-0.5	1	0	-1	-1	1	-0.3%
CCCCn1c(CCn2nc(C)c(Br)c2C)n[nH]c1=S	-13	·	0.3	-2	-14	9	1	13	-1.4%
CC(C)CN(CC(C)C)S(=O)(=O)N1CCC(C(=O)NCc2ccc3c(c2)OCO3)CC1	-3	9	-0.7	6	28	3	-10	-6	-0.8%
CCCCn1c(N)c(N(CCC(C)C)C(=O)COC(=O)c2ccco2)c(=O)[nH]c1=O	-1	1	0.4	0	1	0	-3	-3	-0.5%
CN(C(=O)c1cc2n(n1)C(C(F)(F)F)CC(c1ccco1)N2)c1ccc(OC(F)(F)F)cc1 (configuration not stated)	-10	-14	4.3	8	6	-11	-2	14	1.5%
CCCCCn1cc2c(c1-c1ccc(Cl)cc1)c(=O)n(C)c(=O)n2C	11	-2	-1.1	0	4	-7	0	·	0.4%
COC(=O)c1ccccc1NC(=O)NCc1ccc2c(c1)OCO2	-11	-25	0.0	3	0	1	-12	34*	1.5%
CCCCNC(=O)CN1C(=O)c2cccnc2Sc2ccccc21	9	7	0.3	3	-2	-20	-5	·	3.2%
c1cc(C2CCCCC2)ccc1Oc1nc(N2CCOCC2)nc(N2CCOCC2)n1	-13	-1	0.2	2	0	-8	-1	7	-2.4%
CCn1c(SCC(=O)Nc2ccc(Br)cc2)nc2sc3c(c2c1=O)CCN(C)C3	-10	2	-0.4	-1	0	5	-5	5	11%
CCOC(=O)C1(CCOc2ccccc2)CCN(Cc2cccn2-c2ncccn2)CC1	3	3	0.3	2	-3	-3	-1	-8	5.7%
COc1ccc(C(CCc2ccc(C)o2)NC(=O)Nc2ccc(OC)cc2OC)cc1 (configuration not stated)	23	-7	-0.4	3	5	7	-6	3	6.1%
CCC1=NN(C(=O)c2cccnc2)C(O)(C(F)(F)F)C1 (configuration not stated)	6	9	0.7	1	-2	7	-8	1	1.3%
CC(=O)c1cccc(NC(=O)CSc2nc(=O)n(CCN3CCOCC3)c3c2CCC3)c1	2	26	0.0	4	-3	-6	-3	-17	5.0%
CC(C)N1CC23C=CC(O2)C(C(=O)OCc2ccccc2)C3C1=O (configuration not stated)	11	4	0.5	-1	1	·	-1	9	-2.3%
COc1ccc(Cl)cc1S(=O)(=O)N1CCN(C(=O)COc2ccccc2)CC1	-4	19	0.6	0	-7	-8	-7	12	0.1%
CCOc1ccc(C(=O)NCc2ccc3c(c2)CCN3C(=O)c2ccccc2)cc1	5	10	0.6	0	2	-37	-1	·	1.0%
CC(C)NC(=O)CC(=O)N/N=C\c1ccccc1C(=O)O	8	-6	0.8	2	6	-6	4	0	1.9%
CCOC(=O)c1cc(CC)sc1NC(=O)COc1ccc2c(C)cc(=O)oc2c1	-1	14	0.4	6	21	9	-8	-3	1.7%
COc1ccc(-n2ccnc(NCCc3ccc(S(N)(=O)=O)cc3)c2=O)cc1Cl	1	16	0.3	2	-7	·	0	·	-1.1%
CCOC(=O)C1(CCOC)CCN(C(=O)Cc2ccsc2)CC1	-12	14	1.6	-4	-1	-2	-3	4	-0.4%
COC(=O)c1cccc(NC(=O)CCN2C(=O)C3CC=CCC3C2=O)c1 (configuration not stated)	-11	3	0.9	4	8	-7	·	-11	-0.8%
Cc1ccc(NC(=O)c2cc(C)nn2-c2ccccc2)cc1	11&-12	5&6	0.2&-1.0	1&3	5&-3	6	-4&2	26	-3.0%&0.1%
Cc1cc(NS(=O)(=O)c2ccc(NC(=O)Cc3ccc(Cl)c(Cl)c3)cc2)no1	11	-1	-0.1	2	-1	-2	-2	-4	1.9%
COc1ccc(CNc2ccc(S(N)(=O)=O)cc2)c(OC)c1OC	12	-10	-2.4	6	3	-10	-3	-24	-2.2%
COC(CNC(=O)CNC(=S)N(Cc1ccccc1)Cc1cccs1)OC	-7	-11	1.5	4	-7	-19	1	8	1.3%
CC(C)N1C(=S)N(Cc2ccco2)C(=O)C1CC(=O)Nc1ccccc1 (configuration not stated)	12	7	1.1	5	-3	-16	0	2	-0.6%
Cc1ccccc1-n1c(Cn2c(=O)sc3ccccc32)nnc1SCC(=O)N1CCOCC1	5	-38*	-1.2	4	3	6	·	0	0.4%
Cc1cc(-c2ccc([N+](=O)[O-])cc2)nc2ccccc12	1	-10	3.1	2	2	6	-5	-20	4.7%
Cc1ccc(C(=O)O/N=C2\CCS(=O)(=O)c3sccc32)cc1	-4	-18	1.0	1	0	-22	-8	10	0.8%
COCCCNC(=O)CSC1=Nc2ccccc2C2=NC(c3ccccc3)C(=O)N12 (configuration not stated)	3	0	0.2	2	0	-6	-3	7	12%

14 entries from above, as a markdown table.
| structure | D2 potentiator | D1 antagonist | D2 ag | D1 ag | TRHR enhancer | RXFP1 antagonist | D1 PAM | D2 antag | RXFP1 agonist |
| --- | --- | --- | --- | --- | --- | --- | --- | --- | --- |
| CC(C)N1CC23C=CC(O2)C(C(=O)OCc2ccccc2)C3C1=O (configuration not stated) | 11 | 4 | 0.5 | -1 | 1 | · | -1 | 9 | -2.3% |
| COc1ccc(Cl)cc1S(=O)(=O)N1CCN(C(=O)COc2ccccc2)CC1 | -4 | 19 | 0.6 | 0 | -7 | -8 | -7 | 12 | 0.1% |
| CCOc1ccc(C(=O)NCc2ccc3c(c2)CCN3C(=O)c2ccccc2)cc1 | 5 | 10 | 0.6 | 0 | 2 | -37 | -1 | · | 1.0% |
| CC(C)NC(=O)CC(=O)N/N=C\c1ccccc1C(=O)O | 8 | -6 | 0.8 | 2 | 6 | -6 | 4 | 0 | 1.9% |
| CCOC(=O)c1cc(CC)sc1NC(=O)COc1ccc2c(C)cc(=O)oc2c1 | -1 | 14 | 0.4 | 6 | 21 | 9 | -8 | -3 | 1.7% |
| COc1ccc(-n2ccnc(NCCc3ccc(S(N)(=O)=O)cc3)c2=O)cc1Cl | 1 | 16 | 0.3 | 2 | -7 | · | 0 | · | -1.1% |
| CCOC(=O)C1(CCOC)CCN(C(=O)Cc2ccsc2)CC1 | -12 | 14 | 1.6 | -4 | -1 | -2 | -3 | 4 | -0.4% |
| COC(=O)c1cccc(NC(=O)CCN2C(=O)C3CC=CCC3C2=O)c1 (configuration not stated) | -11 | 3 | 0.9 | 4 | 8 | -7 | · | -11 | -0.8% |
| Cc1ccc(NC(=O)c2cc(C)nn2-c2ccccc2)cc1 | 11&-12 | 5&6 | 0.2&-1.0 | 1&3 | 5&-3 | 6 | -4&2 | 26 | -3.0%&0.1% |
| Cc1cc(NS(=O)(=O)c2ccc(NC(=O)Cc3ccc(Cl)c(Cl)c3)cc2)no1 | 11 | -1 | -0.1 | 2 | -1 | -2 | -2 | -4 | 1.9% |
| COc1ccc(CNc2ccc(S(N)(=O)=O)cc2)c(OC)c1OC | 12 | -10 | -2.4 | 6 | 3 | -10 | -3 | -24 | -2.2% |
| COC(CNC(=O)CNC(=S)N(Cc1ccccc1)Cc1cccs1)OC | -7 | -11 | 1.5 | 4 | -7 | -19 | 1 | 8 | 1.3% |
| CC(C)N1C(=S)N(Cc2ccco2)C(=O)C1CC(=O)Nc1ccccc1 (configuration not stated) | 12 | 7 | 1.1 | 5 | -3 | -16 | 0 | 2 | -0.6% |
| Cc1ccccc1-n1c(Cn2c(=O)sc3ccccc32)nnc1SCC(=O)N1CCOCC1 | 5 | -38* | -1.2 | 4 | 3 | 6 | · | 0 | 0.4% |

High-throughput results (PubChem)
